aSyn 5UTR inh: MLPCN primary screen, SNCA 5' untranslated region. alpha-synuclein 5'UTR reporter, inhibitor activity. inhibition, % (tested at 7.5 µM). actives 0.82% (n = 300,000). AID 1813, 2009; in the data active = inhibition above about 60%; inconclusive = no clear call, values can overlap the other calls;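 also: H4 neuroglioblastoma cells stably carrying SNCA 5'UTR luciferase fusion; 0% = DMSO wells and 100% = positive control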
GSK3A inh: blockers of GSK3A enzyme activity – biochemical, luminescence, cell-free homogeneous, HTS, primary screen. Glycogen synthase kinase-3 alpha (Homo sapiens), P49840. GSK-3 alpha kinase, ADP-Glo luminescence, 60 min. inhibition, % at 10 µM. actives 0.1% (n = 320,000). AID 2650, 2010;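 in the data active = inhibition above about 50%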;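 also: GST-tagged GSK-3 alpha with peptide substrate and 25 µM ATP; 0% = DMSO neutral wells and 100% = GW8510 positive control wells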
Target sequence (P49840 whole entry, looked up): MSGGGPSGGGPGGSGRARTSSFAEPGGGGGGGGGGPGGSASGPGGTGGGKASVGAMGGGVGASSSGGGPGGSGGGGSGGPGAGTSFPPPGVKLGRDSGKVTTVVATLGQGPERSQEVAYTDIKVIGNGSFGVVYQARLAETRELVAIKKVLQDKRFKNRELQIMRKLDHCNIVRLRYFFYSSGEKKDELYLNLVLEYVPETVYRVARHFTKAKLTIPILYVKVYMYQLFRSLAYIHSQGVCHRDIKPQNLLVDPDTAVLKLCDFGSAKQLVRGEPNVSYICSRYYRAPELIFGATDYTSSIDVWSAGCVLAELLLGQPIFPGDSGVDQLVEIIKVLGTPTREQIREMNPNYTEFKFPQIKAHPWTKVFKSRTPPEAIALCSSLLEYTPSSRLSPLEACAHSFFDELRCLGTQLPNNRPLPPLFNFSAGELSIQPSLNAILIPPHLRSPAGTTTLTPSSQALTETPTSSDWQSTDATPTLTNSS
KLF5 inh: KLF5 expression inhibitors, primary screen, DLD-1 cells, luminescence | DLD-1 KLF5 promoter-luciferase reporter | inhibition, % at 5 µM | actives 0.23% (n = 290,000);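 active = inhibition above a per-plate limit of that plate's mean compound inhibition plus 3 SD, cut at about 60% in these data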;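 also: 0% = DMSO wells and 100% = LY294002 at 200 µM; higher means less KLF5 promoter-driven luciferase light; inactives centre near -14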
GSK3beta inhib: human GSK3beta kinase inhibitors, primary screen, biochemical, cell-free homogeneous, HTS; Glycogen synthase kinase-3 beta (Homo sapiens), P49841; GST-GSK3beta kinase, ADP-Glo luminescence, 60 min; hits give low values; activity score (negative = inhibition), % at 10 µM; actives 0.038% (n = 300,000); AID 2097, 2009;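 active = more than half of replicate wells score below -50%, meaning over 50% inhibition versus plate controls; inconclusive = some replicates but at most half score below -50%; inactive = no replicate scores below -50%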;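 also: 0% = median DMSO wells and -100% = median GW8510 positive control wells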
Target sequence (P49841 whole entry, looked up): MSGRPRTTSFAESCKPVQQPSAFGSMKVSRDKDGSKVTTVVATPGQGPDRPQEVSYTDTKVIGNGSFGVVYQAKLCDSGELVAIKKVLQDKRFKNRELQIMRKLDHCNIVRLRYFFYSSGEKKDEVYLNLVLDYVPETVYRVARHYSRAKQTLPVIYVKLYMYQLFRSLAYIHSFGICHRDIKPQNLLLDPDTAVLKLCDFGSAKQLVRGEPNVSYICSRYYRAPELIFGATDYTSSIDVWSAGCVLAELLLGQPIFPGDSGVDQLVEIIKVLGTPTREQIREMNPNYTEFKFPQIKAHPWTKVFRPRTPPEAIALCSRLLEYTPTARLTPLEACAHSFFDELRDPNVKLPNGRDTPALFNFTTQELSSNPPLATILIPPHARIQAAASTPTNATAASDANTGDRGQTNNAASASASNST
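Assay system: GST-fused GSK3beta enzyme, cell-free / Medium: Tris pH 7.5 buffer with MgCl2, DTT, BSA, heparin / Also added: peptide substrate plus 25 µM ATP (final) / Compound: 10 µM single point / Timing: kinase reaction with compound 60 min at room temperature / Detection: ADP-Glo luminescence / Benchmarks: DMSO neutral wells and GW8510 at 20 µM as positive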
AI-2 QS modul: Vibrio harveyi AI-2 quorum sensing modulators, primary screen, JMH597 strain, luminescence/OD600 ratio; activity change, % at 7.5 µM; Vibrio harveyi JMH597 AI-2 luminescence/OD600 ratio, 9 h; hits give low values; strain lacks LuxN and CqsS sensors; 0 = neutral-control median; actives 0.4% (n = 300,000); in the data active = activity change below about -75%, passing the limit was not always enough; inconclusive = no clear call, values can overlap the other calls;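 also: luminescence divided by OD600 gain over 9 h not by final OD600 alone; inactives centre near 13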
IEC-6 tox: cytotoxicity in IEC-6 intestinal epithelial cells, primary screen, cytotoxicity control for KLF5 inhibitor project, cell-based, luminescence; inhibition, % at 5 µM; actives 0.78% (n = 290,000); IEC-6 cytotoxicity, luminescence viability; AID 1825, 2009; in the data active = inhibition above about 22%;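 also: 0% = plate median of test compound wells and 100% = cytotoxic reference compound wells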
HSF1 inh: HSF1 inhibitors in luciferase reporter cells, primary screen, cell-based, NIH3T3, luminescence; actives 0.77% (n = 300,000); NIH3T3-HGL HSE-luciferase, MG132-induced, luminescence 8 h; hits give low values; activity change, negative = inhibition, % at 7.5 µM (by protocol); AID 2098, 2009;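 active = more than half of replicate wells show activity change below -50%, luminescence cut by over half; inconclusive = some wells, but at most half, below -50%; inactive = no replicate well below -50%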;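 also: luciferase reports HSF-1 transcriptional activity via heat shock element; 0% = median of DMSO wells and -100% = zero luminescence signal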
HSP90 inh: HSP90 inhibitors, primary screen, cell lysate, luminescence; Heat shock protein HSP 90 (rabbit reticulocyte lysate; luciferase refolding); Rabbit reticulocyte lysate, luciferase refolding luminescence, 3 h; inhibition, % at 5.6 µM; actives 0.91% (n = 290,000);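 active = inhibition above the screen-wide mean plus 3 SD, computed separately per campaign, cut at about 16% in these data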;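 also: 0% = DMSO wells and 100% = 60 µM geldanamycin wells; inhibitors lower the luminescence because luciferase stays unfolded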
HSF1 activator: HSF-1 activators, primary screen, NIH3T3-HGL cells, MG132 stress, luminescence, single point | NIH3T3-HGL HSF-1 luciferase reporter, 8 h; 100% = twice DMSO control signal | actives 1.7% (n = 300,000) | activation, % at 9 µM;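 active = mean replicate activation of at least 50% with a set share of replicates each reaching 50%; inconclusive = only one of those two conditions met; inactive = mean below 50% and too few replicates reaching it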;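 also: 0% = median of the neutral control wells and 100% = twice that signal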
PolyA inhibitor: polyadenylation inhibitors in yeast reporter cells, primary screen, luminescence, S. cerevisiae. S. cerevisiae SKY197-pL101 polyadenylation reporter, beta-gal luminescence; efflux-impaired pdr1/pdr3 knockout yeast; score 100 = 6 SD above DMSO. calls only at 12 µM. actives 0.02% (n = 300,000);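 active = lowest replicate activity score at least 50, where 100 means six control SD above control mean; inconclusive = lowest score under 50 but half or more replicates reach 50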;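 also: yeast exposed to compound for 9 h at 30 °C; higher score means more reporter readthrough which indicates perturbed polyadenylation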
* marks the source's active call; other numbers are inactive results; i = inactive; ? = inconclusive; · = not tested or not shown.

Sample of the layout, 3 compounds:
1. O=C(NCC(=O)N1CCN(c2ccccn2)CC1)c1ccc(Br)o1
2. CC12CCC(C(=O)N(CC(O)CN3CCN(Cc4ccccc4)CC3)C1=O)C2(C)C (stereo unspecified)
3. COc1ccccc1C(=O)Nc1sc2c(c1C#N)CCC2
compound no.	1	2	3
aSyn 5UTR inh	-6	7	4
GSK3A inh	-1	-3	0
KLF5 inh	-12	-7	-43
GSK3beta inhib	-1	-1	-1
AI-2 QS modul	0	10	18
IEC-6 tox	7	4	6
HSF1 inh	-4	5	1
HSP90 inh	2	0	0
HSF1 activator	-12	21	-21
PolyA inhibitor	·	i	i

This part in full, previewed entries included:
1. O=C(NCC(=O)N1CCN(c2ccccn2)CC1)c1ccc(Br)o1
2. CC12CCC(C(=O)N(CC(O)CN3CCN(Cc4ccccc4)CC3)C1=O)C2(C)C (stereo unspecified)
3. COc1ccccc1C(=O)Nc1sc2c(c1C#N)CCC2
4. CNC(=O)c1nc(C)n(-c2ccc(Cl)cc2Cl)n1
5. CSCCC(NC(=O)c1ccco1)C(=O)OCC(=O)N(Cc1ccccc1)C(C)(C)C (stereo unspecified)
compound no.	1	2	3	4	5
aSyn 5UTR inh	-6	7	4	12	-7
GSK3A inh	-1	-3	0	1	-3
KLF5 inh	-12	-7	-43	-14	·
GSK3beta inhib	-1	-1	-1	-1	-1
AI-2 QS modul	0	10	18	19	13
IEC-6 tox	7	4	6	-13	·
HSF1 inh	-4	5	1	-1	3
HSP90 inh	2	0	0	0	·
HSF1 activator	-12	21	-21	4	7
PolyA inhibitor	·	i	i	i	i

6. CCCCc1c(C)nc2c(OC)cccc2c1SCCC(=O)O
7. FC(F)(F)c1ccc(N2CCOCC2)c(NC2=NCCCCC2)c1
8. CC(C)(C)C(=O)O/N=C(\N)c1c(Cl)cccc1Cl
9. Cc1cc(NC(=O)CN2C(=O)NC(C)(CCc3ccccc3)C2=O)no1 (stereo unspecified)
10. COc1ccc(N(CC(=O)NCC2CCCO2)C(=O)CCC(=O)Nc2nccs2)c(OC)c1 (stereo unspecified)
compound no.	6	7	8	9	10
aSyn 5UTR inh	-6	12	10	8	-9
GSK3A inh	-1	2	2	-2	1
KLF5 inh	10	22	-20	-15	-4
GSK3beta inhib	5	-2	2	1	1
AI-2 QS modul	12	24	18	19	13
IEC-6 tox	1	4	-6	-6	-5
HSF1 inh	-7	-19	0	0	-6
HSP90 inh	-5	0	4	-2	1
HSF1 activator	2	-36	0	12	-6
PolyA inhibitor	i	i	i	i	i

11. CC(Sc1ccccc1)C(=O)NN=C1CCN(C)CC1 (stereo unspecified)
12. COc1ccc(C(Sc2ccccc2)c2ccccc2)cc1OC (stereo unspecified)
13. CC(=O)Nc1nc2ccc(C(=O)NC3CCCCC3)cc2s1
14. CSc1nc2ccccc2cc1/C=C(\C#N)c1cccc(C)c1
15. O=C(c1ccc(N2CCOCC2)nc1)N1CCOCC1
compound no.	11	12	13	14	15
aSyn 5UTR inh	8	21	·	-25	2
GSK3A inh	-3	-3	-3	-1	-6
KLF5 inh	9	·	-11	-7	-12
GSK3beta inhib	2	2	-1	2	3
AI-2 QS modul	20	3	20	-2	4
IEC-6 tox	3	·	0	0	-4
HSF1 inh	4	8	·	-9	6
HSP90 inh	4	·	-1	-2	0
HSF1 activator	-2	28	·	1	11
PolyA inhibitor	i	i	·	i	i

16. Cn1ccnc1SCC(=O)Nc1ccc2ccccc2c1
17. O=C(CN(Cc1ccccc1Cl)C(=O)c1csnn1)NCc1ccccc1
18. COc1ccc(N/C=C(\C2OC(=O)c3ccccc32)[N+](=O)[O-])cc1 (stereo unspecified)
19. Cc1cc(C)n(-c2cc(C(=O)O)cc(C(=O)O)c2)n1
20. Clc1ccc(/C=N/N2CCN(Cc3ccccc3)CC2)cc1
compound no.	16	17	18	19	20
aSyn 5UTR inh	-56	-18	-44	0	-33
GSK3A inh	0	1	-3	-5	·
KLF5 inh	-137	-6	-4	-20	-46
GSK3beta inhib	-2	0	-2	1	-1
AI-2 QS modul	37	5	50	16	3
IEC-6 tox	5	4	-4	-3	-4
HSF1 inh	-5	6	-7	-3	12
HSP90 inh	10	-2	3	1	-3
HSF1 activator	-3	14	-13	-12	9
PolyA inhibitor	i	i	i	i	i

21. CCOc1ccc(NS(=O)(=O)c2ccc(C(=O)NC3CCN(Cc4ccccc4)CC3)cc2)cc1
22. Cc1ncc([N+](=O)[O-])n1CC(=O)Nc1ccc(Cl)cc1
23. Cc1ccc(C2CC(c3ccco3)n3ncnc3N2)cc1 (stereo unspecified)
24. O=C(Nc1ccc(F)cc1F)NC1CC1
25. CC(C)(C)NC(=O)N1CCN(c2nc3ccc(Cl)cc3s2)CC1
compound no.	21	22	23	24	25
aSyn 5UTR inh	0	-3	-11	3	-156
GSK3A inh	2	0	·	0	1
KLF5 inh	·	-19	19	-19	-57
GSK3beta inhib	3	3	-2	2	3
AI-2 QS modul	12	14	0	11	15
IEC-6 tox	·	-3	-4	-5	-4
HSF1 inh	-1	6	1	-13	-1
HSP90 inh	·	1	4	2	0
HSF1 activator	-18	39	-1	6	9
PolyA inhibitor	i	i	i	i	i

26. Cc1ccccc1CS(=O)(=O)Cc1ccc(C(=O)NCCCN2CCOCC2)o1
27. Cc1ccc2cc(/C=N/Nc3ccc(C(=O)O)cc3)c(Cl)nc2c1
28. Nc1nnn(CC(=O)N/N=C/c2cccc3ccccc23)n1
29. C=CCOc1ccc(NC(=O)C(=O)NCCCn2ccnc2)cc1
30. C=CCOc1nc2c(c(=O)n(Cc3ccc(Cl)cc3)c(=O)n2C)n1C
compound no.	26	27	28	29	30
aSyn 5UTR inh	-11	-167	-4	?	26
GSK3A inh	-2	2	0	-4	-4
KLF5 inh	-16	-32	-3	-17	-11
GSK3beta inhib	-3	-4	-2	-4	3
AI-2 QS modul	6	25	32	16	14
IEC-6 tox	-1	0	7	-6	8
HSF1 inh	-5	2	-2	-11	-9
HSP90 inh	-2	2	1	-1	5
HSF1 activator	9	-11	4	-3	3
PolyA inhibitor	i	i	i	i	i

31. Cc1cccc(C2C3=C(Nc4[nH]n(-c5ccccc5)c(=O)c42)c2ccccc2C3=O)c1 (stereo unspecified)
32. Cc1ccc(S(=O)(=O)c2nnn3c2nc(N2CCN(c4ccccn4)CC2)c2ccccc23)cc1
33. O=c1cnc2ccccc2n1CC1CCCCC1
34. CCOc1ccccc1NC(=O)Cn1nnc(C(=O)NCc2cccs2)c1N
35. Cc1ccnc(NC(=O)c2ccc(Cl)c(S(=O)(=O)N3CCCC3)c2)c1
compound no.	31	32	33	34	35
aSyn 5UTR inh	9	-11	6	85*	-132
GSK3A inh	·	-1	-4	-2	-2
KLF5 inh	14	-17	-10	73*	·
GSK3beta inhib	-1	3	7	0	-5
AI-2 QS modul	11	·	17	1	-4
IEC-6 tox	0	-4	1	84*	·
HSF1 inh	-4	9	·	-29	14
HSP90 inh	-1	2	3	-5	·
HSF1 activator	3	31	·	-33	23
PolyA inhibitor	i	i	i	i	i

36. COc1ccc(S(=O)(=O)N2CCOCC2)cc1NC(=O)CSc1nnc(N)s1
37. COC(C[C@H](O)CC(=O)[C@H](C)OCc1ccccc1)OC
38. CCOC(=O)N1CCN(C(=S)Nc2cc(OC)c(OC)cc2C(=O)OC)CC1
39. CCC(NS(=O)(=O)c1ccc(C)cc1)C(=O)Nc1ccc(NC(C)=O)cc1 (stereo unspecified)
40. O=C(Nc1cc(Cl)cc(Cl)c1)C1CCC(=O)N1Cc1ccccc1Cl (stereo unspecified)
compound no.	36	37	38	39	40
aSyn 5UTR inh	2	-7	5	11	19
GSK3A inh	-1	·	0	-2	·
KLF5 inh	·	·	-7	15	10
GSK3beta inhib	0	-3	-3	-3	3
AI-2 QS modul	13	1	68	37	1
IEC-6 tox	·	·	2	-4	3
HSF1 inh	-6	-3	0	-1	8
HSP90 inh	·	·	-3	2	1
HSF1 activator	-23	4	-3	3	9
PolyA inhibitor	i	·	i	i	i

41. N#C/C(=C\c1ccc(OCc2ccc(Cl)cc2)cc1)C(=O)Nc1cccc(C(=O)O)c1
42. O=c1c2c(-c3cccc([N+](=O)[O-])c3)ccnc2[nH]n1-c1ccccc1
43. CC(=O)Nc1ccc(S(=O)(=O)Nc2nc3ccccc3nc2Sc2nncn2C)cc1
44. Cc1cccc(C(=O)NCC(=O)OCCOc2ccccc2Cl)c1
45. Cc1ccc(/C=N/n2c(-c3ccc(Cl)cc3)n[nH]c2=S)s1
46. COc1ccc(C2OC(=O)CC2C(=O)NCc2ccc(C)cc2)cc1OC (stereo unspecified)
47. CCC(C)c1c(O)nc(SCC(=O)N2CCOCC2)[nH]c1=O (stereo unspecified)
48. COc1cccc(OC)c1C(=O)OCC(=O)NC(=O)NCc1ccccc1
compound no.	41	42	43	44	45	46	47	48
aSyn 5UTR inh	-42	-27	-19	-23	1	3	-12	-20
GSK3A inh	-1	-3	0	-2	-3	-3	-5	0
KLF5 inh	-102	-41	-31	·	-13	-34	-16	-4
GSK3beta inhib	3	3	-1	3	6	3	2	-1
AI-2 QS modul	32	10	11	15	24	8	30	16
IEC-6 tox	-4	7	0	·	-7	2	-8	-1
HSF1 inh	64	-8	4	-4	-5	5	-1	3
HSP90 inh	-4	2	1	·	-2	-3	3	-7
HSF1 activator	120*	-1	22	-28	9	8	2	-1
PolyA inhibitor	i	i	i	i	i	i	i	i

Screening results: PubChem BioAssay, several laboratories

Only part of the results is shown, so the mix of outcomes need not match the whole.
